Abeta yeast res: A-beta toxicity reversal in yeast; yeast expressing A-beta42, growth rescue, OD600, 48 h; response scale: 0% DMSO, 100% iron-clioquinol control; Potency, µM (doses to about 46.1 µM), for the others: at the top dose growth rescue, most hits filed as activators; hit rate 0.063% among 410,000; AID 1347071; further: potency means the concentration at half of the fitted maximal effect; nearly all actives have a fitted effect of over 55% in size
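Yeast A-beta toxicity model in growth medium with pinned compounds, 48 h at 30 C; growth read as absorbance at 600 nm. Normalized to FeCl3/clioquinol equimolar mix (positive) and DMSO (negative).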
TDP-43 yeast inh: TDP-43 toxicity inhibition in yeast. TDP-43 expressing yeast growth rescue, BacTiter-Glo, 24 h. Potency, µM (series often up to 46.1 µM), for the others: at the highest dose growth rescue (activation), most hits filed as activators. hit rate 1.8% among 410,000; further: potency means the concentration at half of the fitted maximal effect; % of control where 0% means no effect; nearly all actives have a fitted effect of over 50% in size
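Cell-based yeast growth screen: TDP-43 expression induced in galactose, inoculum OD600=0.02 after raffinose pregrowth to mid-log. Read-out BacTiter-Glo luminescence at 24 hr, 30 deg C; inhibition of toxicity seen as signal increase.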
DRD3 antagonist: D3 dopamine receptor (human) antagonism; P35462; D3R cells, DiscoveRx beta-arrestin luminescence, antagonist mode; active compounds read low; max response, negative = inhibition, %; hit rate 2.5% among 360,000; AID 652054; in the data active means max response below about -50%; inconclusive means no clear call, values can overlap the other calls; further: on the % scale 0 is the no-effect control and ±100 the full control effect; mostly tested at two doses, the higher about 12 µM
Target sequence (P35462 whole entry, looked up): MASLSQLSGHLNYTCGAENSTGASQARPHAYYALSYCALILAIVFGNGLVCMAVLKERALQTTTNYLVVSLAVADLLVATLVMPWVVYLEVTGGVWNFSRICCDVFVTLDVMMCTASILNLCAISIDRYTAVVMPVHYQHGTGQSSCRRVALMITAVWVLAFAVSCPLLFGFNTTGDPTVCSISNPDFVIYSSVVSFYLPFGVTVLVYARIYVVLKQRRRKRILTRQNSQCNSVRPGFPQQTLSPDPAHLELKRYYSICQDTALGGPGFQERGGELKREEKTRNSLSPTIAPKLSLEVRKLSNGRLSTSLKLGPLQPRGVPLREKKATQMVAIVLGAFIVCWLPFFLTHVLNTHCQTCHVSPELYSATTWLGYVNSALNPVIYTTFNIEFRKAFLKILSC
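Cells plated overnight at 1500 cells/well, then exposed to library compounds with dopamine controls for 90 minutes at 37 degrees C. DiscoveRx reagent added for 30–60 minutes at room temperature; luminescence read, quantitative HTS format.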
EPAC2 ag: EPAC2 (human) agonism; AID 720711; Potency, µM (doses to about 154 µM), for the others: at the highest dose activation, actives largely listed as activators; EPAC2 activation, biochemical qHTS; response scale: 100% = 6.5 mM cAMP response; hit rate 0.079% among 360,000; further: potency means the concentration at half of the fitted maximal effect; nearly all actives have a fitted effect of over 50% in size
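EPAC2 (100 nM) mixed with Rap1B loaded with BODIPY-GDP (250 nM) plus 50 uM unlabeled GDP; compounds pinned in, 5 min RT, then read every 5 min for 30 min (ex 480, em 540 nm). Normalized to cAMP control.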
EPAC2 antagonist: blocks human EPAC2 exchange factor; Q8WZA2; EPAC2 GEF exchange of Rap1B-BODIPY-GDP, fluorescence; Potency, µM (series often up to 114 µM), without a hit: at the highest dose activity, negative = inhibition, usual class: inhibitors; hit rate 0.18% among 360,000; further: potency means the concentration at half of the fitted maximal effect; on the % scale 0 is the no-effect control and ±100 the full control effect; nearly all actives have a fitted effect of over 45% in size; many of its hits are not listed in these tables
FUS suppressor: rescues growth of FUS-expressing yeast; S. cerevisiae FUS-expressing, growth rescue, OD600, 24 h; Potency, µM (series often up to 76.6 µM), without a hit: at the highest dose growth rescue (activation), hits mostly activators; hit rate 0.24% among 390,000; AID 1347120;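 further: potency means the concentration at half of the fitted maximal effect; plate controls were DMSO vehicle for no effect and reference control for full effect; nearly all actives have a fitted effect of over 55% in size; some results filed as inactive show a strong effect at the top dose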
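Galactose (2%) drives FUS expression in yeast precultured in raffinose; seeding density OD 0.005. Test compounds incubated 24hr at 30C and 99% humidity before absorbance at 600 nm was measured.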
DRD3 agonist: activates the human D3 dopamine receptor; P35462; D3R DiscoveRx beta-arrestin cells, luminescence, 90 min; max activation, %; hit rate 0.58% among 410,000; in the data active means max activation above about 30%; further: 0% is about no effect; mostly tested at two doses, the higher about 12 µM
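Agonist-mode cell screen: cells plated at 1500/well and incubated overnight at 37 °C, then exposed to library compounds for 90 min at 37 °C. Detection reagent was added for 30–60 min at room temperature, and luminescence was read.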
aSyn yeast inh: rescues yeast growth from alpha-synuclein toxicity. AID 652106. Yeast expressing alpha-synuclein, growth rescue, BacTiter-Glo, 24 h. hit rate 0.14% among 370,000. Potency, µM (series often up to 46.1 µM), without a hit: at the highest dose growth rescue (activation), actives largely listed as activators; further: potency means the concentration at half of the fitted maximal effect; % of control where 0% means no effect; nearly all actives have a fitted effect of over 65% in size
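Galactose-induced alpha-syn yeast (OD600=0.02, raffinose-pregrown) + pinned cpd, 24 hr, 30 deg C; growth by BacTiter-Glo luminescence. Growth restoration scores as activation.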
* hit, by the source's call; ? = inconclusive; / = not tested or not shown; & = joins results of further samples; [ ] = remark or other dose. Unless noted, the call rests on the fitted dose curve; in most records, active means well fitted curve in the direction sought with a large enough effect; inconclusive means small, poorly fitted or top-dose-only effect, or another doubt; inactive means no such curve, though single readings can be large; an effect the other way counts as inactive or inconclusive. This is a subset; rates above refer to the full screens.

Below each compound: DRD3 agonist, aSyn yeast inh, DRD3 antagonist, EPAC2 antagonist, Abeta yeast res, EPAC2 ag, TDP-43 yeast inh, FUS suppressor
CCN(Cc1ccccc1)CC(O)COc1ccccc1 (stereo unspecified)
 : -9.8, 0.8%, -28.6, 13.3%, 2.6%, 8.4%, 0.4%, 19.4%
CC1C/C(=N\NC(=S)NCc2ccccc2)CC(C)(C)C1 (stereo unspecified)
 : -21.1, -11.3%, -56.2*, 1.6%, ?, 11.1%, ?, 13.4%
C#CCOCCOCCOCCNc1nc(N2CCOCC2)nc(N2CCN(C(=O)[C@H]([C@@H](C)O)n3cc(CCCCN)nn3)CC2)n1
 : -28.8, 1.4%, ?, 6.8%, 3.1%, 3.7%, 13.8%, 2.4%
Cc1ccccc1CNCc1cccnc1
 : -15.3, -0.3%, -17.1, 2.3%, -11.2%, 4.0%, -24.1%, /
COC(=O)c1ccc(C(=O)OC)c(NC(=O)c2cnc3n(c2=O)CCS3)c1
 : 6.4, 15.1%, 15.5, -1.9%, -7.1%, 2.4%, -7.7%, -0.7%
O=c1oc2ccccc2cc1-c1nc2c(s1)CCc1ccccc1-2
 : 1.4, 3.3%&7.2%, 11.1, -4.5%, -0.9%, 5.9%, 2.4%, 5.0%
COc1ccc(C(=O)Nc2ccc(O)c3c(=O)cc(-c4cccc(Cl)c4)oc23)cc1
 : 0.9, 2.7%, 41.5, 11.7%, 10.2%, 5.6%, 3.5%, -1.4%
CN(C)CC(CCCCC(CN(C)C)C(=O)c1ccccc1)C(=O)c1ccccc1 (stereo unspecified)
 : -12.8, -0.2%, 2.9, -5.0%, 6.6%, 4.5%, 6.1%, -26.9%
CCn1cc(Cl)c(C(=O)Nc2cccc(CN3CCOCC3)c2)n1
 : -16.3, 8.4%, 0.2, 2.1%, 1.6%, -2.8%, 0.0%, 3.0%
CC(=O)N1c2ccc(S(=O)(=O)NCCC(=O)NCCc3ccc(Cl)cc3)cc2CC1C (stereo unspecified)
 : -2.1, 7.3%, 21.6, -10.7%, 14.4%, -3.6%, -10.6%, 5.5%
CCOC(=O)N1CCN(C(=O)COc2cc(=O)n(C)c3ccccc23)CC1
 : -4.7, 0.8%, 3.0, -0.2%, -12.4%, 5.2%, 16.7%, 18.9%
COc1ccc2[nH]c(=O)c(CN(C)C(=O)COc3ccccc3)cc2c1
 : 8.1, 0.4%, 8.4, 6.7%, -0.3%, -4.7%, 18.2%, -2.9%
Cc1ccc(OCCCC(=O)NCc2ccco2)cc1
 : 21.8, -14.0%, -29.8, 10.2%, -12.0%, 1.0%, -19.9%, 28.4%
COC(=O)C1=NN(c2cccc(C)c2)C2C(=O)N(c3ccccc3OC)C(=O)C12 (stereo unspecified)
 : 0.1, 17.3%, 0.8, -7.9%, 9.0%, 3.8%, -5.8%, /
O=C1CCCC(=NCc2ccco2)C1
 : 5.9, -0.2%, 7.4, 2.0%, 20.0%, 9.3%, -3.5%, 11.5%
Fc1ccc(-c2nc3c(-c4ccc(F)cc4)cnn3cc2CCN2CCOCC2)cc1
 : 1.2, -1.4%, 11.4, -0.6%, -6.3%, -6.3%, 18.8%[9.22 µM], -0.1%
Clc1ccccc1CSc1nncn2c1cc1occc12
 : -4.1, /, /, /, 28.0%, /, ?, 27.5%
CN(CC(=O)Nc1cccc(F)c1)C(=O)C1CCN(S(=O)(=O)c2ccc3c(c2)OCCO3)CC1
 : 1.5, 1.1%, -6.9, 4.5%, 5.9%, -0.1%, ?, /
COc1ccc(Cn2c(CO)cnc2SCc2ccc(C)cc2)cc1
 : -1.2, /, /, /, 6.8%, /, 3.9%, 7.3%
CCOc1ccccc1NC(=O)Nc1ccc(Cl)cc1
 : -13.9, -10.2%, -24.3, -24.2%, 13.5%, 9.0%, -4.6%, /
O=C(NC1CCCCC1)C(c1cccs1)N(C(=O)Cc1c[nH]c2ccccc12)c1ccc(F)cc1 (stereo unspecified)
 : -2.7, /, 28.2, -4.9%, -0.1%, 9.3%, -17.3%, 10.2%
COc1ccc(-c2ccnc3ncnn23)cc1
 : -6.0, -3.8%, -6.5, 1.2%, -7.5%, -1.5%, 17.3%, 12.2%
COc1ccc(C(=O)Nc2ccccc2C(=O)NC2CC2)c(OC)c1OC
 : -2.0, 0.2%, 0.4, 3.1%, 0.4%, 14.4%, 7.8%, -22.0%
CN(C)c1cc[n+](CC(=O)Nc2ccccc2C(F)(F)F)cc1
 : -3.6, 1.5%, 17.6, 16.8%, 4.0%, 2.1%, 8.9%, -8.6%
Cn1nc(C(C)(C)C)cc1NC(=O)C1(C)CCN1C(=O)c1ccccc1CCc1ccccc1 (stereo unspecified)
 : -11.4, 12.6%, -25.1, -21.2%, 6.8%, 17.3%, ?, ?
COc1ccc(CCc2ccnc3ccccc23)cc1
 : 24.1, 10.3%, 13.3, ?, 10.8%, 2.3%, 6.9%, -2.9%
CN(C)C(=O)c1cc(C(=O)c2c(F)cccc2F)c[nH]1
 : 3.1, 0.9%, 1.8, -14.2%, 4.9%, 1.9%, 2.3%, 3.4%
NS(=O)(=O)c1ccc(CCNC(=O)c2cc(-c3ccccc3)nc3ccccc23)cc1
 : -3.2, 1.6%, 2.9, -8.9%, 0.1%, 3.8%, 16.9%, 16.9%
O=C(O)c1cc(/C=C/c2ccc(N3CCOCC3)cc2)nc2ccccc12
 : 0.7, -46.1%[inhibitor], 4.9, -4.5%, -55.7%[inhibitor], -0.3%, -62.4%[inhibitor], 17.0%
COc1ccc2nc(Nc3nc(C)c(C(C)=O)s3)sc2c1
 : -1.2, 1.5%, -22.3, 10.7%, 4.6%, -20.6%, -13.4%, 42.3%
Cc1nnnn1/C(=C\c1ccccc1)C(=O)OCC(=O)NC1CCCCC1
 : -16.6, 25.1%, -12.8, -0.5%, ?, -1.5%, -7.0%, 10.6%
Cc1ccc(C(=O)n2nc(C)c(S(=O)(=O)N3CCOCC3)c2C)cc1
 : -17.8, /, /, /, -21.4%, /, 4.1%, -7.1%
O=C(CN1CCN(CC(=O)Nc2ccc3c(c2)OCO3)CC1)Nc1ccc(F)cc1
 : 4.0, 0.1%, 6.7, 11.0%, 9.0%, -4.1%, 10.0%, -3.4%
CC(=O)N1CCN(C(=O)COC(=O)CNC(=O)c2ccc(C)cc2)CC1
 : 6.3, -5.2%, -13.6, 1.0%, -7.3%, 5.4%, 0.2%, -6.0%
COc1ccc(/C=C/C(=O)OCC(=O)c2ccc[nH]2)cc1
 : -2.1, -0.9%, 11.6, 6.9%, 19.6%, 6.4%, 24.7%, -11.1%
COC(=O)CCc1nc2ccccc2nc1OC
 : -0.8, -6.2%, 3.4, -2.3%, 23.2%, 6.2%, 2.2%, -5.3%
CCOC(=O)N/N=C(\C)c1ccc(C)o1
 : -16.4, -4.8%, -15.8, 8.6%, -16.9%, -0.8%, -15.1%, -7.6%
OCCNC(=S)Nc1ccc(Oc2ccccc2)cc1
 : 0.7, -0.5%, 4.7, -2.9%, -2.9%, 5.5%, -2.7%, -10.6%
O=C(N/C(=C/c1ccc(F)cc1)C(=O)N1CCOCC1)c1ccco1
 : -0.7, 2.5%, -1.7, 11.9%, -1.2%, -1.2%, 19.7%, 3.6%
CCOc1ccccc1-c1nc(-c2ccncc2)no1
 : 0.3, 10.1%, 20.0, 8.1%, -40.2%[inhibitor], 3.4%, 17.8µM*, 6.2%
CCCOc1ccc(Cl)cc1Nc1nc(NCCO)nc(N2CCCC2)n1
 : /, /, /, 24.8%, -5.0%, -12.2%, /, -1.1%
COc1cccc(S(=O)(=O)N(C)C[C@@H]2OCc3cn(nn3)CCCC(=O)N([C@@H](C)CO)C[C@H]2C)c1
 : -2.3, -6.5%, -17.5, 5.8%, 1.5%, 11.4%, 0.5%, -18.8%
CCOC(=O)c1coc(C(=O)OCC)c1C(=O)OCC
 : -5.6, 11.4%, -4.8, 15.0%, -1.2%, 7.3%, -2.2%, 8.0%
COC(=O)C(C)(C)ONC(=O)Nc1ccccc1
 : 2.6, 0.1%, 14.5, 10.1%, -2.7%, -1.4%, 0.5%, -21.2%
COc1ccc(Cl)cc1NC(=O)N1CCN(S(C)(=O)=O)CC1
 : 0.0, -6.3%, 7.4, -6.6%, -14.4%, 4.2%, 19.4%, 10.6%

An excerpt from above in order of number of heavy atoms, rising.
Below each compound: DRD3 agonist, aSyn yeast inh, DRD3 antagonist, EPAC2 antagonist, Abeta yeast res, EPAC2 ag, TDP-43 yeast inh, FUS suppressor
CCOC(=O)N/N=C(\C)c1ccc(C)o1
 : -16.4, -4.8%, -15.8, 8.6%, -16.9%, -0.8%, -15.1%, -7.6%
COC(=O)C(C)(C)ONC(=O)Nc1ccccc1
 : 2.6, 0.1%, 14.5, 10.1%, -2.7%, -1.4%, 0.5%, -21.2%
OCCNC(=S)Nc1ccc(Oc2ccccc2)cc1
 : 0.7, -0.5%, 4.7, -2.9%, -2.9%, 5.5%, -2.7%, -10.6%
Cc1ccc(C(=O)n2nc(C)c(S(=O)(=O)N3CCOCC3)c2C)cc1
 : -17.8, /, /, /, -21.4%, /, 4.1%, -7.1%
CC(=O)N1CCN(C(=O)COC(=O)CNC(=O)c2ccc(C)cc2)CC1
 : 6.3, -5.2%, -13.6, 1.0%, -7.3%, 5.4%, 0.2%, -6.0%
O=C(CN1CCN(CC(=O)Nc2ccc3c(c2)OCO3)CC1)Nc1ccc(F)cc1
 : 4.0, 0.1%, 6.7, 11.0%, 9.0%, -4.1%, 10.0%, -3.4%

Next compounds:
Below each compound: DRD3 agonist, aSyn yeast inh, DRD3 antagonist, EPAC2 antagonist, Abeta yeast res, EPAC2 ag, TDP-43 yeast inh, FUS suppressor
COc1cc2c(cc1OC)C(c1ccc(Cl)cc1)CC(=O)N2 (stereo unspecified)
 : 3.8, 1.7%, -15.2, -23.1%, 19.3%, 11.9%, 10.7%, -15.7%
O=C(CC(c1ccccc1)c1cc(Cl)ccc1O)NCCCN1CCOCC1 (stereo unspecified)
 : -4.9, -1.4%, 16.8, 5.6%, -0.5%, 10.8%, -20.7%, 20.8%
O=C(NNC(=S)NC(=O)c1sc2ccccc2c1Cl)c1ccc(Cl)cc1
 : -13.8, -0.8%, -0.5, -3.0%, 29.9%, 3.2%, -0.7%, 18.5%
CSCCC(NC(=O)c1ccccc1)C(=O)NCCc1ccc2c(c1)OCCO2 (stereo unspecified)
 : -3.6, -3.7%, -2.1, -2.7%, 1.4%, 11.8%, -5.9%, 16.1%
COCCCN(C(=O)c1ccc2ccccc2n1)c1c(N)n(Cc2ccccc2)c(=O)[nH]c1=O
 : -2.3, -7.3%, 8.9, -4.1%, -9.0%, 6.1%, -8.9%, 10.9%

Screening results deposited in PubChem by National Center for Advancing Translational Sciences (NCATS).
